# MEKK2mut PB1 HTS – MEK5 binding signal on mutant MEKK2 PB1, primary screen, biochemical, multiplex bead flow cytometry, Alexa488-MEK5; Alexa488-MEK5 binding to MEKK2 mutant; 290,000 compounds, 0.35% hits; percent response, % at 10 µM; AID 1530, 2009; in the data active means percent response above about 24%, passing the limit was not always enough; further: inactives centre near 1; some results filed as inactive read as strong as hits; reference of the scale not given here
# NALP1 yeast inh – NALP1 inflammasome inhibitors in reconstituted yeast, colorimetric, S. cerevisiae, triplicate retest. S. cerevisiae NALP1/ASC/caspase-1 growth, X-gal OD620, 72 h. 280,000 compounds, 0.61% hits. inhibition, % at 10 µM; in the data active means inhibition mostly above about 24%, no sharp cut-off; inactive means mostly below about 32%; further: some compounds called inactive have numbers as strong as hits
# M18AAP inhibitor – PfM18AAP inhibitors, malaria aminopeptidase, primary screen, biochemical, QFRET, recombinant enzyme; M18 aspartyl aminopeptidase (Plasmodium falciparum 3D7); H-Glu-NHMec fluorogenic cleavage; inhibition, % at 7.35 µM; 290,000 compounds, 1.2% hits;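 active means inhibition above the campaign mean inhibition over all tested compounds plus 3 SD, cut at about 28% in these data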;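 further: 0% = plate median of test compound wells and 100% = 2 mM ZnCl2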
# FID counter – compounds displacing fluorescent DNA intercalator, primary screen, artefact control for HCV NS3 helicase inhibitor project, biochemical, FID fluorescence. DNA fluorescent intercalator displacement. inhibition, % at 7.9 µM. 290,000 compounds, 0.17% hits; in the data active means inhibition above about 37%;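 further: 0% = vehicle and 100% = reference compound; higher means more ethidium bromide displaced from hairpin DNA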
# OXTR ag – human OXTR agonists, primary screen, fluorescence, CHO-OTR cells, Fluo-8 calcium. Oxytocin receptor (Homo sapiens), P30559. Fluo-8 calcium fluorescence; normalized: DMSO 0%, oxytocin 100%. activation, % at 3 µM. 320,000 compounds, 0.32% hits. AID 2435, 2010;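 active means activation above the mean of all tested compounds plus 3 SD, cutoff set per screening run, cut at about 20% in these data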;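 further: peak over basal fluorescence ratio from a 100 s FLIPR kinetic read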
# Target sequence (P30559 whole entry, looked up): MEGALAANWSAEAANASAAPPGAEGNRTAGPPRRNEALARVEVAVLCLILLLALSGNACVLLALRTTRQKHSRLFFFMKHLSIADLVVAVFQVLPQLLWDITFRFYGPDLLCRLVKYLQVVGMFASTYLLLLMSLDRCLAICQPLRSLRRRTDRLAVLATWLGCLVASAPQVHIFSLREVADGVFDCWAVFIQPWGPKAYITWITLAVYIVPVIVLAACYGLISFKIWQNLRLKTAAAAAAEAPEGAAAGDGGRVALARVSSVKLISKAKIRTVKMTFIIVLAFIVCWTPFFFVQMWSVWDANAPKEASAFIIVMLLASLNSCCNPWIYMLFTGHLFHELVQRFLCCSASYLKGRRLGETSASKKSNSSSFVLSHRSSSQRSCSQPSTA
# PHOSPHO1 block – PubChem AID 1565; 290,000 compounds, 1.1% hits; Phosphoethanolamine/phosphocholine phosphatase (Homo sapiens), Q8TCT1; recombinant PHOSPHO1, absorbance phosphatase assay; inhibition, % at 13.3 µM; in the data active means inhibition above about 60%
# Target sequence (Q8TCT1 whole entry, looked up): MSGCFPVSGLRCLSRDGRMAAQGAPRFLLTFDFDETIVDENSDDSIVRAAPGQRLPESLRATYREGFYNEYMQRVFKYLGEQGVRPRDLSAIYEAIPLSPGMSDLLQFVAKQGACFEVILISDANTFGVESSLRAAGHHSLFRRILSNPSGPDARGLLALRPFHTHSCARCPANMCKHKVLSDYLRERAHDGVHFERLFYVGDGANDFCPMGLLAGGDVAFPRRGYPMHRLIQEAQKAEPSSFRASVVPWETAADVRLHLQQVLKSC
# MEKK2wt PB1 HTS – modulators of MEK5 binding to wildtype MEKK2, primary screen, biochemical, multiplex bead flow cytometry, Alexa488-MEK5; Mitogen-activated protein kinase kinase kinase 2 (Homo sapiens), Q9Y2U5; Alexa488-MEK5 binding to MEKK2 WT; actives lie on both sides; binding response (% of control), % at 10 µM; 290,000 compounds, 1.1% hits; in the data active means binding response below about 67% or above about 130%
# MEKK3 PB1 HTS – modulators of MEKK3-MEK5 PB1 binding, primary screen, biochemical, wildtype MEKK3, multiplex bead flow cytometry, Alexa488-MEK5 | bead-based flow cytometry, Alexa488-MEK5 binding to MEKK3; actives lie on both sides; 0 = blocked by unlabeled MEK5, 100 = vehicle | binding response (% of control), % at 10 µM | 290,000 compounds, 1.4% hits | AID 1529, 2009;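 active means binding response more than 3 SD above or below the average of its plate-row segment, actives on both sides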;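 further: Alexa488 bead fluorescence after subtracting the streptavidin-only scavenger bead signal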
# GPR7 antagonist – GPR7 receptor antagonists, primary screen, cell-based, fluorescence, single concentration | 290,000 compounds, 1.1% hits | GPR7-expressing cells, fluorescence antagonist assay | inhibition, % at 4.4 µM | Neuropeptides B/W receptor type 1 (Homo sapiens), P48145; in the data active means inhibition above about 16%, passing the limit was not always enough;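 further: cells stimulated with the agonist NPW; 0% = agonist with vehicle and 100% = vehicle without agonist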
# Target sequence (P48145 whole entry, looked up): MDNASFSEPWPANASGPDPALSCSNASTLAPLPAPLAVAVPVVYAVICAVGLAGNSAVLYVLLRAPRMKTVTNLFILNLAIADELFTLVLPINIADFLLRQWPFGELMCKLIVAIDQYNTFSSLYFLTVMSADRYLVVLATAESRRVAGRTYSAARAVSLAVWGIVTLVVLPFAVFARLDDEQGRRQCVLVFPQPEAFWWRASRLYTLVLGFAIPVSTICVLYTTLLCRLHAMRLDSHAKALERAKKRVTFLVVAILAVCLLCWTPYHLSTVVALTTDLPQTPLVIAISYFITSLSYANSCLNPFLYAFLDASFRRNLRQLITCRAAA
# * = called active by the depositor; . = no result given.
SMILES,MEKK2mut PB1 HTS,NALP1 yeast inh,M18AAP inhibitor,FID counter,OXTR ag,PHOSPHO1 block,MEKK2wt PB1 HTS,MEKK3 PB1 HTS,GPR7 antagonist
O=C(Nc1cccc([N+](=O)[O-])c1)c1ccc(CN2CCOCC2)cc1,1,23,2,8,3.7,-8,103,105,-6
CCOC(=O)C1CCN(S(=O)(=O)c2ccc3[nH]c(=O)ccc3c2)CC1,1,5,-4,-5,0.2,44,99,101,-9
Cn1nnnc1NCc1ccccc1F,3,16,-15,1,0.7,15,106,104,-13
CCn1c(SCC(=O)NC2CCCCC2C)nnc1-c1ccc(OC)cc1 (stereo unspecified),-12,10,6,-31,-0.9,21,86,78,-3
O=C(Nc1ccc(Oc2cccnc2)cc1)c1ccccc1F,-1,0,1,-16,2.5,18,97,102,2
Cn1cnc([N+](=O)[O-])c1S(=O)(=O)c1cccc(Cl)c1,2,66*,-57,1,1.3,2,99,99,7
Cc1ccsc1/C=C1\CCC(C2CCCC2)C1=O (stereo unspecified),1,-5,-6,-4,-1.2,2,99,100,-10
COc1ccc(C(C)NC(=O)c2ccccc2)cc1 (stereo unspecified),-9,16,-5,2,-0.5,3,85,79,-8
O=C(c1ccc[nH]c1=S)N1CCN(S(=O)(=O)c2ccc(Br)cc2Cl)CC1,6,-6,30*,-16,0.3,-153,105,103,-7
Cc1ccc2[nH]c(=S)cc(C)c2c1,9,-1,-5,1,-1.2,89*,92,98,-6
CC(C(=O)Nc1cccc(C#N)c1)N(C)CCOc1ccccc1 (stereo unspecified),1,8,0,-6,-1.2,35,99,102,-5
O=C(CNC(=O)c1ccccc1Br)N/N=C/c1cc(Br)ccc1O,-1,5,-13,-3,3.5,-7,112,112,-3
O=C(O)CN1C(=O)/C(=C/c2ccc(N3CCCCC3)o2)SC1=S,-2,-1,6,-29,1.7,8,91,97,-9
Cc1ccc(-c2nc(S(=O)(=O)c3ccc(F)cc3)c(SCC(=O)NCC3CCCO3)o2)cc1 (stereo unspecified),5,-64,-12,-2,-0.4,2,95,101,17
Cc1cc(C)cc(NC(=O)C2(c3cccs3)CCOCC2)c1,1,30,-7,-11,-2.3,2,114,136*,-4
N#Cc1nc(-c2ccc(F)cc2)oc1NCc1cccc2c1OCO2,13,20,-6,-14,-0.5,-28,113,110,2
CC1Sc2ccc(S(=O)(=O)CCC(=O)NC(C)c3ccccc3)cc2NC1=O (stereo unspecified),6,9,0,-36,-0.2,18,100,104,-3
Cc1nc2c(sc3nc(N4CCOCC4)c4c(c32)CC(C)(C)OC4)c(-c2ccccc2)c1C(=O)O,-1,4,-3,-9,0.2,-10,98,101,-7
COc1ccc(C(=O)N2CCN(C(=O)C3COc4ccccc4O3)CC2)cc1 (stereo unspecified),-6,14,6,-48,3.8,48,100,101,11
CCOCCOC(=O)c1ccc(NC(=O)c2cc(OC)c(OC)c(OC)c2Br)cc1,-1,19,-2,-32,0.4,2,98,97,-11
C=C1CCN([C@@H](CC(C)C)C(=O)NCc2cc(OC)c(OC)c(OC)c2)S(=O)(=O)c2ccccc21,3,.,.,.,-1.1,.,105,103,.
COc1ccccc1NC(=O)CN1CCN(CC(=O)Nc2ccccc2Cl)CC1,4,-10,-3,-10,0.2,34,110,106,15
COc1ccc(OC)c(N/C(=N/c2nc(C)cc(C)n2)NC(C)=O)c1,1,.,1,-8,-1.0,35,106,102,1
O=C(NCc1cccnc1)/C(=C/c1ccco1)NC(=O)c1ccccc1,5,2,1,0,-0.1,24,113,107,-14
Cc1ccc(Nc2c(-c3ccc(N4CCOCC4)cc3)nc3ncccn23)cc1C,-4,28,3,-4,-0.1,-4,95,96,1
# New compounds follow.
SMILES,MEKK2mut PB1 HTS,NALP1 yeast inh,M18AAP inhibitor,FID counter,OXTR ag,PHOSPHO1 block,MEKK2wt PB1 HTS,MEKK3 PB1 HTS,GPR7 antagonist
CCc1c(C#N)c(SCCC(=O)Nc2ccc(F)cc2)nc2c1C(=O)CC(C)(C)C2,-1,16,8,-4,-2.0,-4,101,103,-9
COc1cc(S(=O)(=O)NC2CCCCC2)ccc1Cl,8,-2,-8,-11,3.0,6,112,115,-4
CCOC(=O)c1c(/N=C/C2C(=O)CCCC2=O)sc(C)c1C,3,35,22,0,-2.6,-2,99,105,-6
COC(=O)c1cc(-c2c[nH]c3ccccc23)n[nH]1,1,-27,-1,3,2.8,11,95,97,-1
COC(=O)[C@@H]1CCCN1C(=O)c1cc(COc2cccc3cccnc23)on1,3,4,4,-31,0.1,8,105,98,-15
Cc1cc(=O)[nH]c(SCC(=O)NCc2ccc3c(c2)OCO3)n1,5,9,5,-3,0.1,20,103,104,-11
Cc1cc(=O)[nH]c(SCC(=O)NCCOc2ccccc2)n1,3,8,3,0,0.2,-9,108,106,-10
O=C(Nc1nnc(C2=COCCO2)o1)c1cccc([N+](=O)[O-])c1,4,-8,-12,-5,0.1,8,104,103,-13
CCCCCCCCOC(=O)CCn1[nH]c(=O)c2ccccc2c1=O,2,6,-9,-26,-0.2,-14,102,101,15
O=C(NCc1ccccc1)N1CCN(c2ccc(Cl)c(Cl)c2)CC1,8,10,-1,-4,13,5,106,105,14
CCN(CC)C(=O)Cn1cc(C(=O)C(=O)NCCc2c[nH]c3ccccc23)c2ccccc21,-4,6,-1,-42,-1.1,10,96,100,0
Cc1ccc(N(CC(=O)Nc2ccc3c(c2)OCCO3)S(=O)(=O)c2c(C)noc2C)cc1,2,5,-3,-7,1.9,13,107,105,2
COc1cc(CC(=O)OCC(=O)N2CCCCC2C)cc(OC)c1OC (stereo unspecified),-2,-3,2,-12,0.2,39,93,96,-18
Cc1nn(C)c(C)c1S(=O)(=O)N1CCC(CO)(CC2CCCCO2)CC1 (stereo unspecified),-5,-1,-12,-6,0.6,47,91,92,-9
COc1ccc(CC(=S)N2CCOCC2)cc1OC,-1,9,-3,-1,0.2,24,92,100,-3
CCOC(=O)c1c(Cc2cccc(Cl)c2)c[nH]c1C,-2,28,7,-7,-1.8,-6,102,98,-9
CCOCc1c(C(=O)OCC(=O)Nc2ccc(C)c(S(=O)(=O)N(C)C)c2)oc2ccccc12,0,36,-9,-18,0.8,0,110,135*,-3
CCN(CC)c1nc2n(c(=O)n1)CCO2,8,13,-1,-3,0.1,16,110,106,-17
COCCCn1c(Cc2csc(Nc3cccc(Cl)c3)n2)nnc1SCC(=O)OC,-12,4,0,-37,1.2,9,82,76,-2
Cc1cccc(-c2nc(NCCCN(C)C)c3ccccc3n2)c1,13,8,-3,63*,4.5,19,135*,105,-4
COc1ccc(NC(=O)COc2ccc(Br)cc2)c(OC)c1,11,5,-2,-19,-2.5,60*,104,102,-4
CC1=C(C(=O)OCc2ccccc2)C(c2cccs2)NC(=O)N1CCCC(=O)O (stereo unspecified),1,23,-3,-42,0.7,-1,99,100,-6
COc1ccc(C(=O)NNC(=O)CSc2nnc(-c3cccnc3)o2)cc1,-4,-3,3,-2,0.7,1,102,114,-11
CCOC(=O)c1ccc(N=C2SC(C(=O)NC)CC(=O)N2Cc2ccc(F)cc2)cc1 (stereo unspecified),0,8,4,-5,0.0,-7,113,123,-8
O=C(CSc1ccc(Cl)cc1)NNC(=O)c1ccco1,7,2,7,-5,-0.8,18,109,103,-13
# (cont.)
SMILES,MEKK2mut PB1 HTS,NALP1 yeast inh,M18AAP inhibitor,FID counter,OXTR ag,PHOSPHO1 block,MEKK2wt PB1 HTS,MEKK3 PB1 HTS,GPR7 antagonist
COc1ccc(N2CC(C)Cn3c2nc2c3c(=O)n(CCN3CCOCC3)c(=O)n2C)cc1 (stereo unspecified),-2,22,-2,0,-2.2,1,100,96,11
O=C(CNC(=O)C1CCCCC1)Nc1ccc(Cl)cc1,2,.,-1,-1,0.1,-6,102,98,-9
COc1ccc(N(CC(=O)N2CCc3ccccc3C2)S(C)(=O)=O)cc1Cl,3,-10,0,-24,3.1,-1,101,98,3
CCN(CC)CCOCCOC(=O)C1(c2ccccc2)CCCC1,6,.,.,.,1.1,.,111,106,.
COc1ccc(CNC(=O)c2cc(=O)c3ccccc3o2)cc1,4,11,6,-11,1.9,20,107,105,-8
NC(=O)N/N=C/C=C/c1ccc(F)cc1,-2,-1,6,-3,-0.9,30,101,100,-10
FC(F)(F)c1ccc(NC(=S)NC2CCCCC2)cc1,-6,0,-12,5,8.1,-14,93,96,13
CCOc1cc2c(cc1OCC)C(C(=O)O)C(c1ccc(OC)c(O)c1)N(C)C2=O (stereo unspecified),3,8,22,-12,-0.1,9,109,107,-3
COc1ccc2c(c1)sc(=N)n2C,-5,0,1,0,0.6,-16,101,105,-8
C=C1CCN([C@@H](Cc2ccccc2)C(=O)O)S(=O)(=O)c2ccccc21,0,.,.,.,0.3,.,101,99,.
CCN(CC)C(=O)C1CCN(S(=O)(=O)c2ccc3c(c2)CCCN3C(=O)C2CCC2)CC1,1,19,-6,-58,2.4,1,98,103,8
C=CCNC(=O)c1oc2ccc(S(=O)(=O)N(CC)CC)cc2c1C,10,-5,-12,-11,0.0,26,110,101,10
CCn1cc(-c2n[nH]c(=S)n2-c2ccc(C)cc2Br)c(=O)c2ccc(C)nc21,0,-8,10,-35,2.1,-112,98,103,-6
O=C(O)c1ccccc1NS(=O)(=O)c1cccc(-n2sc3ccccc3c2=O)c1,-6,15,62*,6,-0.4,35,97,102,-8
Nc1nc2nc(-c3ccc(OCc4ccccc4)cc3)cc(C(F)(F)F)n2n1,3,14,-4,-1,-1.6,2,101,103,-4
Nc1c(C(=O)c2ccccc2)oc2ccccc12,-1,-4,0,0,-1.1,-5,102,86,-12
CSc1cccc(NC(=S)N2CCC(N(C)C3CCCCC3)CC2)c1,-13,10,20,25,0.6,-20,85,96,-7
N#Cc1ccc(CN2CCN(C(=O)Cn3nc(C(N)=O)c4ccccc4c3=O)CC2)cc1,2,-2,2,-10,1.6,16,100,105,-11
CCOC(=O)C1=C(CC)OC(N)=C(C#N)C1c1ccc(NC(C)=O)cc1 (stereo unspecified),1,25,-11,-2,-1.1,-7,104,103,13
O=C(CSc1nnc(Cc2cccs2)n1C1CCCCC1)N1CCN(C(=O)c2ccco2)CC1,2,-10,28,-35,-0.8,35,94,98,6
COc1cc(CN(C)Cc2cccc3ccccc23)cc([N+](=O)[O-])c1O,8,18,-7,2,-0.9,14,103,98,-7
O=C(NNC1CC(=O)N(c2ccc(Cl)cc2)C1=O)c1ccco1 (stereo unspecified),-3,18,7,-5,1.3,-8,99,101,-16
CCCCN(CC)C(=O)Cn1ncc2c3ccccc3n(CCC)c2c1=O,-1,12,-5,-41,.,18,96,96,-14
COc1cc(S(=O)(=O)NC2CCCCC2)ccc1F,-1,21,-7,-7,0.4,-11,98,101,0
CC(=O)Nc1ccccc1OCC(=O)NC(C)c1ccc(F)cc1 (stereo unspecified),30,20,2,-5,3.4,-6,122,106,-6

# Grouped by structure, the compounds so far containing a CF3 group.
SMILES,MEKK2mut PB1 HTS,NALP1 yeast inh,M18AAP inhibitor,FID counter,OXTR ag,PHOSPHO1 block,MEKK2wt PB1 HTS,MEKK3 PB1 HTS,GPR7 antagonist
FC(F)(F)c1ccc(NC(=S)NC2CCCCC2)cc1,-6,0,-12,5,8.1,-14,93,96,13
Nc1nc2nc(-c3ccc(OCc4ccccc4)cc3)cc(C(F)(F)F)n2n1,3,14,-4,-1,-1.6,2,101,103,-4

# An unsorted share of the library; about 6.2% have a hit in one of these screens.
